Kir21 inh – inhibitors of mouse Kir2.1 inward-rectifier potassium channel; B-score at 10 µM; HEK293-Kir2.1, FluxOR thallium flux fluorescence; stronger effect = lower value; hit rate 0.85% among 310,000; AID 1672; P35561;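 active = fluorescence ratio B-score at or below minus 3 SD of library scores, with starting-brightness B-score within 2 SD, cut at about -4.2 in these data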;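 also: channel flux triggered by added potassium and thallium sulfate stimulus; B-score of peak minus minimum fluorescence over baseline after thallium stimulus; more negative B-score means stronger Kir2.1 block with less thallium influx; some compounds called inactive have numbers as strong as hits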
Target sequence (P35561 whole entry, looked up): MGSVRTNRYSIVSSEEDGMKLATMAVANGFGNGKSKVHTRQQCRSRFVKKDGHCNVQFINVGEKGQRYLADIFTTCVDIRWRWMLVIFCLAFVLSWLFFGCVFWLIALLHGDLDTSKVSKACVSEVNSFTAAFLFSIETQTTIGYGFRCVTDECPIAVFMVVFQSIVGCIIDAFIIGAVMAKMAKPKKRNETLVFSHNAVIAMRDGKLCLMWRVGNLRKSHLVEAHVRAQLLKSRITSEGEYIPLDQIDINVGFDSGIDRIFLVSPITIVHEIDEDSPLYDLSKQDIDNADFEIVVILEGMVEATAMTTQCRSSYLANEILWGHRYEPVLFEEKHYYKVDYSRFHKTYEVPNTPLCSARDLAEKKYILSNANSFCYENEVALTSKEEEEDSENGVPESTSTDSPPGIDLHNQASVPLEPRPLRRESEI
STK33 inh – blocks human STK33 kinase activity; Q9BYT3; purified STK33, MBP phosphorylation, ADP-Glo luminescence; inhibition, % at 10 µM; hit rate 0.073% among 320,000; AID 2661;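 active = inhibition at or above 25%, using the most active replicate where run in duplicate; inactive = inhibition below 25%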
Target sequence (Q9BYT3 whole entry, looked up): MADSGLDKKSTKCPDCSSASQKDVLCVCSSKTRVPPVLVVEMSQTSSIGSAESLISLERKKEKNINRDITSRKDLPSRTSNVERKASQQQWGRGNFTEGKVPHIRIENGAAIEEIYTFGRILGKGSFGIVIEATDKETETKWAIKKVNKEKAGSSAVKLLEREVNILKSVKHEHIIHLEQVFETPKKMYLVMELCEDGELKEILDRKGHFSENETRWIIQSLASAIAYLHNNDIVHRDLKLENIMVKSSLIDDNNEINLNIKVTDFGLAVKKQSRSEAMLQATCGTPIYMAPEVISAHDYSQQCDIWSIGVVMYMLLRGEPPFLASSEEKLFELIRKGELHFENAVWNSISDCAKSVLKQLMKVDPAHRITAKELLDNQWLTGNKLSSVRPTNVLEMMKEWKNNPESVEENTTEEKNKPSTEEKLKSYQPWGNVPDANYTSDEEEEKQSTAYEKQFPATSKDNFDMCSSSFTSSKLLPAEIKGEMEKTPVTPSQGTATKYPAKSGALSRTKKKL
* = called active by the depositor; nt = not tested or not shown; & = joins results of further samples. Rows were taken by chance (roughly 0.84% active in at least one column).

SMILES	Kir21 inh	STK33 inh
CCn1c(SCC(=O)N2CCN(c3ccccc3)CC2)nc2c(c1=O)SC(C)C2 (stereo not given)	-1.38	-0.3
O=C(CCSc1ccccc1)Nc1ccc(S(=O)(=O)Nc2ncccn2)cc1	0.05	-0.8
COc1ccc(NC(=O)C2CCCCN2N)cc1OC (stereo not given)	2.18	-0.2
Cc1coc2cc3oc(=O)c(CC(=O)N[C@@H](CC(C)C)C(=O)O)c(C)c3cc12	-1.67	-0.2
Cc1ccccc1OCC(=O)Nc1nnc(S(=O)(=O)N2CCCC2)s1	0.86	-0.7
CCC(=O)Oc1ccc2c(=O)c(-c3ccc4ccccc4n3)c(CC)oc2c1C	0.02	-1.5
O=C(N/N=C/c1c(F)cccc1Cl)c1cc(C2CC2)[nH]n1	-0.6	-0.2
COc1cc(/C=N/NC(=O)COc2ccc([N+](=O)[O-])cc2)ccc1OCC(=O)N1CCOCC1	0.02	-0.7
Nc1nc(N)nc(-c2ccc(Cl)c(Cl)c2)n1	nt	4.1
Cc1ccc(NC(=O)CN2C(=O)CNC2=O)cc1	-0.56	-2.4
Cc1ccc2c(ccc[n+]2CC(=O)c2ccccc2)c1	1.24	-0.9
COc1ccc(C(=O)NCCCc2nc3ccccc3n2Cc2ccccc2C)cc1OC	-0.14	-1.9
CCN(CC)c1ccc2c(C)cc(=O)oc2c1	nt	2.3
CCN(C1CCS(=O)(=O)C1)S(=O)(=O)c1cccs1 (stereo not given)	0.91	-0.5
Cc1cc(OC(=O)c2cc(C(F)(F)F)cc(C(F)(F)F)c2)c([N+](=O)[O-])c(=O)[nH]1	0.89	-1.3
Cc1cccc(OCC(=O)N(C)CC(=O)Nc2cccc(F)c2)c1C	nt	0.2
Cn1c(C(=O)NC2CCCC2)cc2c(=O)n(C)c3ccccc3c21	0.01	0.7
COC(=O)Nc1ccc(S(=O)(=O)N2CCCc3ccccc32)cc1	-1.73	-0.5
C=CCN1CCN(C(=O)c2c(-c3ccccc3)noc2C)CC1	-1.98	-3.5
COc1ccc(NS(=O)(=O)c2ccc3oc(SCC(N)=O)nc3c2)cc1	-0.54	-1.1
OCC1(Cc2ccc(Cl)cc2)CCN(Cc2ccc3nsnc3c2)CC1	1.18	-2.8
N#CCN1CCN(CC(=O)Nc2ccc(OCc3ccccc3)cc2)CC1	0	-1.0
Cc1cc(C(=O)CN2C(=O)NC3(CCCC3)C2=O)c(C)n1-c1ccc2c(c1)OCO2	0.13	-0.3
Cc1ccc(C)c(OCC(=O)Nn2c(C)nc3ccccc3c2=O)c1	-0.85	0.4
CCOC(=O)CCC(=O)Nc1ccc(S(=O)(=O)N2CCC(C)CC2)cc1	1.79	0.7
CCCOc1ccc(CSCCNC(=S)Nc2ccccc2)cc1	-0.46	0.1
CCCCCSc1nnc(-c2ccccc2NC(C)=O)c(=O)[nH]1	0.26	-0.4
CCCCCCc1cc2cc(S(=O)(=O)c3ccc(Cl)cc3)c(=O)oc2cc1O	1.56	-1.7
COc1ccc(CCC(=O)NCc2cnn(C)c2)cc1	0.19	-1.7
O=C(NCC1CCCC(CNC(=O)N2CCc3ccccc32)C1)N1CCc2ccccc21 (stereo not given)	-0.07	-1.6
CCc1ccc(NC(=O)[C@H](Cc2c[nH]c3ccccc23)NC(=O)[C@@H]2Cc3ccccc3CN2)cc1	1.57	0.0
Cc1c(C2(O)CCCCC2)[nH]c2cnccc12	nt	0.1
CC(=O)n1nc2nc(C)cc(C)c2c1N	0.87	0.8
Cc1ccc(S(=O)(=O)N(CC(=O)Nc2ccccc2C(=O)O)c2cccc(Cl)c2C)cc1	-1.8	-3.5
CCn1c(SCC(=O)Nc2ccccc2C)nnc1-c1ccccc1O	-1.17	0.4
O=c1c2ccccc2nnn1CSc1nc2sc3c(c2c(=O)n1CC1CCCO1)CCC3 (stereo not given)	1.56	-0.9
O=C(CSc1ccc(-c2ccccc2)nn1)N1CCCc2ccccc21	-0.48	-0.9
Cc1ccc(S(=O)(=O)N2CCOCC2)cc1C(=O)NNC(=O)c1ccoc1C	-1.76	1.1
Cc1ccc(S(=O)(=O)NCC(=O)N(CC(=O)NCc2ccco2)Cc2cccs2)cc1	-1.77	0.5
COc1cccc(OC)c1NC(=O)C1CCCN1C(=O)Nc1ccccc1Cl (stereo not given)	-0.73	nt
O=C(COC(=O)c1ccc(O)cc1)Nc1ccc2c(c1)OCCO2	nt	-0.5
CCOC(=O)c1c(NC(=O)CN2C(=O)NC3(CCCCCC3)C2=O)sc(C)c1-c1ccc(C)cc1	-0.43	-0.3
O=C(NCCc1ccccc1)C1CCN(C(=O)NCc2ccccc2)CC1	0.33	1.1
Cc1cc([N+](=O)[O-])nn1Cc1noc(C(=O)NCc2ccc3c(c2)OCO3)n1	0.05	-0.8
CCOC(=O)C1=C(C)NC(=O)NC1c1ccccc1Cl (stereo not given)	-1.15	-0.9
CC(=O)Nc1ccc(S(=O)(=O)N2CCC(NC(=O)C(Cc3ccccc3F)NC(C)=O)CC2)cc1 (stereo not given)	0.05	nt
C/C(=N\NC(=O)Cn1ccc(C(F)(F)F)n1)c1ccc2c(c1)OCO2	0.06	-1.0
CCCOc1ccc(-c2c(C(=O)N/N=C/C3CCCCC3)nnn2-c2nonc2N)cc1	2.45	1.5
CCOc1c(Br)cc(/C=C2/SC(=O)N(CC(=O)N3CCCC3)C2=O)cc1OC	-0.01	-0.2
O=C(c1ccsc1)N1CCCC(N2CCOCC2)C1 (stereo not given)	-1.6	-1.4
Cc1nc2sc3c(c2c(=O)o1)CCCC3	nt	0.3
COc1ccccc1OCC(=O)Nc1nc(C)c(C)s1	0.13	0.4
O=S1(=O)C[C@@H](N2CCOCC2)[C@H](N2CCOCC2)C1	1.12	-1.4
O=C(NCc1ccc(Cl)cc1)c1ccc(CNc2c(N3CCOCC3)c(=O)c2=O)cc1	1.93	-0.3
CCOC(=O)c1ccccc1NC(=O)COC(=O)CCCOc1ccccc1	-2.09	-1.0
COc1ccc(C(=O)N2CCCC(C(=O)O)C2)c2ccccc12 (stereo not given)	0.74	-0.8
O=C(CN1CCN(c2ccccc2F)CC1)c1c[nH]c2ccccc12	0.08	-2.1
CCCCn1c(N)c(N(CCOC)C(=O)CCNC(=O)c2ccc(Cl)cc2)c(=O)[nH]c1=O	-0.62	0.0
COc1cccc(/C=N/n2c(SC)nnc2-c2ccccc2)c1O	1.73	2.3
COc1ccc(CNc2nc3ccccc3n2CCN2CCCCC2)c(OC)c1	-3.73	-0.6
More structures:
SMILES	Kir21 inh	STK33 inh
CCOc1ccc(CN(C(=O)c2cc3ccccc3oc2=O)C2CC2)cc1	0.18	-1.2
O=C(CSc1nnc(CNC(=O)c2c(F)cccc2F)o1)Nc1ccc2c(c1)OCCO2	-0.16	0.3
Cc1cccc(NC(=O)Cn2cnc3ccc(S(=O)(=O)N4CCC(C)CC4)cc3c2=O)n1	-0.22	-2.4
Fc1cccc(C2CC(c3cccc(Br)c3)Nc3nnnn32)c1 (stereo not given)	-0.94	0.0
Cc1nc(CS(=O)(=O)c2ccccn2)sc1C(=O)NNC(=O)c1ccccc1	1.36	-0.6
CNC(=S)N(Cc1ccccc1)Cc1cccnc1	-0.91	0.2
C/C(CCC(C)C)=N\NS(=O)(=O)c1ccc(C)c([N+](=O)[O-])c1	-0.57	-0.2
Nc1nc(CN2CCc3ccccc3C2)nc(Nc2ccccc2)n1	-1.21	-1.1
Nc1ccc(C#Cc2ccc3oc4ccccc4c(=O)c3c2)cc1	-1.18	0.0
COCCN(CCOC)c1ncc(Cl)c(C(=O)c2c(C)cc3ccccn23)n1	-0.1	-1.3
CCC(=O)n1nc(-c2ccco2)nc1SCc1ccccc1	-0.53	-0.9
O=C(CCl)Nc1ccccc1C(=O)c1ccccc1	0.37	-1.3
CCN(C(=O)COC(=O)c1cc(OC)c(OC)cc1[N+](=O)[O-])C1CCS(=O)(=O)C1 (stereo not given)	-1.12	0.4
O=C1OC(Nc2cc(Br)cc3cccnc23)c2ccccc21 (stereo not given)	2.5	1.0
COC(=O)c1cc2nc(-c3ccc(OC)c(OC)c3)cc(C(F)(F)F)n2n1	nt	0.6
N/C(=N\C(=S)Nc1ccccc1)c1ccccc1	-0.01	0.2
O=C(Nc1cccc(S(=O)(=O)NC2=NCCC2)c1)c1ccc(F)cc1F	nt	-1.2
CCN1CCN(c2ccc(S(=O)(=O)N3CCCCC3)cc2NC(=O)/C=C/c2ccc(OC(F)F)cc2)CC1	0.04	nt
O=C(OCC(=O)N1CCCCC1)c1cc(NS(=O)(=O)c2ccc(Cl)c([N+](=O)[O-])c2)ccc1O	-1.3	-1.1
COc1ccc(-c2nc(N3CCOCC3)nc3n[nH]c(N)c23)cc1	1.03	17.1
Cn1c(C(=O)N2CCN(c3cccc(C(F)(F)F)c3)CC2)cc2sccc21	1.87	-1.3
Cc1cc(C)c2oc(-c3ccc(Cl)c(NC(=O)c4ccc(C#N)cc4F)c3)nc2c1	0.07	-0.7
COc1ccc(OC)c(NC(=O)CN2C(=O)COc3ccc(C)cc32)c1	0.68	-0.2
CCOC(=O)C1CCCN(C(=O)c2cnn3c(C(F)(F)F)cc(-c4ccccc4)nc23)C1 (stereo not given)	-0.97	-3.9
Cc1ccnc(NC(=O)CNC(=O)c2ccc3c(c2)OCO3)c1	-0.05	1.8
Cc1ccccc1NC(=O)CCCN1C(=O)C2CC=CCC2C1=O (stereo not given)	0.36	-1.4
COc1cc2nc(N3CCN(C(=O)c4ccco4)CC3)nc(N)c2cc1OC	-1.45&-2.58	-0.2&0.9
O=S(=O)(c1ccc(-n2cnnn2)cc1)N(C1CCCCC1)C1CCCCC1	-0.67	4.1
O=C(CCNC(=O)c1ccc([N+](=O)[O-])cc1)NCCc1ccc(Cl)cc1	-0.03	0.1
CCOc1ccc(-c2nnn(CC(=O)Nc3ccccc3OC)n2)cc1OCC	-1.01	-2.8
Cc1cc(C)c(C)c(S(=O)(=O)N(C)C2CCN(C)CC2)c1C	-0.15	0.4
O=C(CSc1nnnn1-c1ccc(C(=O)O)cc1)NC1CCCCC1	1.14	-1.1
Cc1cc(C)cc(NC(=O)CSc2nc3[nH]c(=O)cc(O)c3s2)c1	1.26	-1.0
O=C(NC1CCCCC1)C(c1ccc(O)c(O)c1)N(C(=O)Cn1nnc2ccccc21)c1cccc(O)c1 (stereo not given)	-0.3	0.0
CC12CCC(C/C1=N/NC(=O)Nc1ccccc1)C2(C)C (stereo not given)	0.33	1.2
COc1ccccc1-c1c(C)nn2c(N3CCCCCC3)cc(C)nc12	0	nt

Shown field by field: entries from further up.
> Cc1cc(C)cc(NC(=O)CSc2nc3[nH]c(=O)cc(O)c3s2)c1
  Kir21 inh: 1.26
  STK33 inh: -1.0

> COc1cc2nc(N3CCN(C(=O)c4ccco4)CC3)nc(N)c2cc1OC
  Kir21 inh: -1.45&-2.58
  STK33 inh: -0.2&0.9

> O=S(=O)(c1ccc(-n2cnnn2)cc1)N(C1CCCCC1)C1CCCCC1
  Kir21 inh: -0.67
  STK33 inh: 4.1

(further entries)
SMILES	Kir21 inh	STK33 inh
CCn1c(SCc2ccc(C#N)cc2)nnc1-c1ccc(S(=O)(=O)N2CCCCC2)cc1	-0.12	-2.2
CC(C)CN(C(=O)COC(=O)C12CC3CC(CC(C3)C1)C2)c1c(N)n(Cc2ccccc2)c(=O)[nH]c1=O	-0.98	-0.3
Cc1ccc(C)c(NS(=O)(=O)c2ccc3[nH]c(=O)[nH]c3c2)c1	0.63	0.2
O=C(Cn1cnc2ccccc21)N/N=C/c1ccccn1	0.06	-0.9
COc1cccc(CCc2nnc(CCC(=O)N(C)C3CC(C)(C)NC(C)(C)C3)o2)c1	0.25	-0.4
COc1ccc(/C=N/NC2=NS(=O)(=O)c3ccccc32)cc1OC(C)=O	1.11	-0.5
CC(C)Oc1ccc(C(=O)NCc2cccnc2)cc1	-0.17	0.2
COc1ccc(NC(=O)CN2CCC(C(=O)c3ccc(F)cc3)CC2)c(OC)c1	0.58	-0.9
CCOc1cc([C@@H]2C[C@H]3CN(c4ccccc4)C(=O)[C@]34CCCN24)ccc1OC	-0.22	-0.2
Cc1ccc2[nH]cc(CCNC(=O)C3CCCCC3)c2c1	0.62	-3.5
Cn1c(-c2ccc(=O)[nH]c2)nc2ccccc21	0.13	-0.4
O=C(COC(=O)Cc1ccc(Cl)cc1)NC1CCCC1	nt	0.1

Single entries from above:
For Kir21 inh, O=C(CSc1nnnn1-c1ccc(C(=O)O)cc1)NC1CCCCC1 has 1.14
For STK33 inh, O=C(COC(=O)Cc1ccc(Cl)cc1)NC1CCCC1 has 0.1
For STK33 inh, N#CCN1CCN(CC(=O)Nc2ccc(OCc3ccccc3)cc2)CC1 has -1.0

Further records.
SMILES	Kir21 inh	STK33 inh
COc1ccc(C2=NN(CCC(=O)NCC3CCCO3)C(=O)CC2)cc1 (stereo not given)	0.25	-0.1
CCOc1ccc(S(=O)(=O)N2CCN(C(=O)c3sccc3C)CC2)cc1	-0.5	0.4
Cc1cccc(NC(=O)CSCc2cc(=O)n3c(C)csc3n2)c1C	0.37	-0.4
O=[n+]1cc(-c2ccccc2)n([O-])c2c1CCC2	0.19	-0.2
NC(=O)c1ccc[n+](CC(=O)c2ccc(Cl)c(Cl)c2)c1	-0.82	-1.7
O=C(CSc1oc(-c2ccc(F)cc2)nc1S(=O)(=O)c1ccccc1)NCC1CCCO1 (stereo not given)	0.19	0.4
COc1ccc(C2CC2/C(=N/OC(=O)c2cccs2)c2ccccc2)cc1 (stereo not given)	-0.33	-3.1

Ordered by formula weight (highest first): part of the list above
SMILES	Kir21 inh	STK33 inh
CC(=O)Nc1ccc(S(=O)(=O)N2CCC(NC(=O)C(Cc3ccccc3F)NC(C)=O)CC2)cc1 (stereo not given)	0.05	nt
CCn1c(SCc2ccc(C#N)cc2)nnc1-c1ccc(S(=O)(=O)N2CCCCC2)cc1	-0.12	-2.2
OCC1(Cc2ccc(Cl)cc2)CCN(Cc2ccc3nsnc3c2)CC1	1.18	-2.8

Compound activity: PubChem BioAssay, several laboratories
